High-throughput results: PubChem BioAssay, several laboratories
NOD2 RIPK2 PPI: blocks binding of human NOD2 to RIPK2 | 360,000 tested, 0.38% active | AID 624267 | inhibition, % at 4.98 µM | CHO BLA complementation NOD2-RIPK2, CCF4 ratio; in the data active means inhibition above about 21%;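 further: 0% = vehicle only and 100% = reference blocker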
TROY NFkB inh: TROY signaling inhibition | 360,000 tested, 0.98% active | inhibition, % at 10 µM | AID 1347056 | Q293 LMP1-TROYcd NF-kB luciferase reporter, 4 h;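 active means compounds whose plate-normalised and pattern-corrected inhibition of the luciferase reporter signal at the single screening dose is 50% or more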
LMP1 NFkB inh: inhibitors of Epstein-Barr LMP1-induced NF-kappaB reporter; LMP1-induced NF-kappaB luciferase reporter cells, luminescence; inhibition, % at 12.5 µM; 350,000 tested, 0.69% active; AID 504558; in the data active means inhibition above about 41%;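 further: 0% = neutral control wells and 100% = reference inhibitor control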
SRC3 inh: inhibits human SRC3 coactivator; 360,000 tested, 0.17% active; Q9Y6Q9; HEK293 GAL4-SRC3 luciferase reporter, luminescence; inhibition, % at 3.6 µM; AID 588352;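 active means inhibition above a per-campaign cutoff, the mean of all compounds plus 3 SD, cut at about 60% in these data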;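 further: 0% = DMSO-treated cells and 100% = gossypol-treated cells at 36 µM; higher means less SRC3-driven luciferase light from the GAL4 reporter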
NCOA1 inh: inhibits human SRC1 coactivator; Q15788; HEK293 GAL4-SRC1 luciferase reporter, luminescence; inhibition, % at 3.6 µM; 360,000 tested, 0.12% active;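 active means inhibition above the campaign mean plus 3 SD, with each screening campaign given its own cutoff, cut at about 60% in these data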;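 further: 0% = DMSO treated cells and 100% = gossypol at 36 µM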
TRAIL sens C8: sensitizes caspase-8 expressing cells to TRAIL; inhibition (viability loss, TRAIL sensitization), % at 10 µM; NB7+C8 cells + TRAIL, ATPlite viability luminescence; 360,000 tested, 1% active;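 active means compounds causing at least 50% loss of cell viability in the single-dose screen, relative to plate controls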
NR2F2 inh: blocks human COUP-TFII nuclear receptor. P24468. HEK293T NGFI-A luciferase reporter, luminescence. inhibition, % at 8.6 µM. 370,000 tested, 0.7% active;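 active means inhibition above a per-plate cutoff, mean inhibition of test wells between control levels plus 3 SD, cut at about 38% in these data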;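 further: cells cotransfected with COUP-TFII expression vector driving the NGFI-A reporter; 0% = median of COUP-TF2 test wells and 100% = reporter-only cells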
Vif inh: inhibitors of HIV Vif; HEK293T cells, Vif self-association by quenched fluorescence, imaging, 24 h; inhibition, % at 7.49 µM; 340,000 tested, 0.35% active; AID 602346; in the data active means inhibition above about 50%, passing the limit was not always enough; further: some results filed as inactive read as strong as hits
TLR9-MyD88 inh: blocks human TLR9 binding to MyD88 | AID 504734 | 340,000 tested, 0.21% active | inhibition, % at 4.98 µM | CHO BLA complementation TLR9-MyD88, CCF4 FRET ratio;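 active means inhibition above the mean over all tested compounds plus 3 SD, cut at about 21% in these data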;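 further: 0% = DMSO only wells and 100% = clavulanate BLA inhibitor control wells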
SRC2 inh: inhibits human steroid receptor coactivator 2 | Q15596 | HEK293 GAL4-SRC2 luciferase reporter, luminescence | inhibition, % at 9 µM | 370,000 tested, 0.17% active | AID 651957;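 active means inhibition above the mean inhibition of all tested compounds plus 3 SD, set per campaign, cut at about 52% in these data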;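 further: 0% = DMSO treated cells and 100% = cells given Gossypol at 36 µM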
NR5A2 inv ag: NR5A2 inverse agonism in reporter assay; O00482; HEK293T StAR-luciferase reporter, LRH-1 transfected, 24 h; inhibition, % at 3.6 µM; 360,000 tested, 0.13% active;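 active means inhibition above the mean inhibition of all tested compounds plus 3 SD, cut at about 73% in these data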;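 further: 0% = DMSO wells and 100% = reporter-only cells lacking LRH-1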
Starred values were filed as active, the others as inactive; · = no result given; & = joins results of further samples. Only part of the results is shown; rates above refer to the full screens.

SMILES	NOD2 RIPK2 PPI	TROY NFkB inh	LMP1 NFkB inh	SRC3 inh	NCOA1 inh	TRAIL sens C8	NR2F2 inh	Vif inh	TLR9-MyD88 inh	SRC2 inh	NR5A2 inv ag
Cc1ccc(N2C(=O)C3N=NN(CC(=O)N4N=C(c5ccccc5)CC4c4ccccc4)C3C2=O)cc1 (stereo not drawn)	-5	-3	0	-1	3	0	-6	-11	-3	1	10
CCNc1nc(-c2ccc(Cl)cc2)cs1	-1	-1	-4	-68	-123	17	-21	-1	-13	-55	-124
CC(OC(=O)c1nsc(Cl)c1Cl)C(=O)NCc1ccco1 (stereo not drawn)	1	23	7	-27	1	-16	-4	-2	-3	-3	5
Cc1cccc(N=C2SC(C)CN2C(=O)CN2C(=O)NC3(CCCC3)C2=O)c1 (stereo not drawn)	1	11	-14	-8	-15	2	-15	8	1	-13	-15
CC(NC(=O)COC(=O)Cc1ccsc1)C1CC2CCC1C2 (stereo not drawn)	-2	-5	4	20	2	-4	3	-2	-8	6	-28
CN1CCC(NC(=O)c2cccs2)CC1	-4	4	1	6	10	-5	-7	·	2	-4	-25
NS(=O)(=O)c1ccc(NC(=O)COC(=O)COc2cccc(C(F)(F)F)c2)cc1	-8	-25	5	6	-13	1	-21	13	1	11	-3
COc1ccc(C(=O)Nc2cc3c(cc2N2CCCCC2)n(C)c(=O)n3C)cc1OC	-3	-7	4	12	-7	-5	-36	32	7	-20	17
CCCc1ccc(-c2cc(C(=O)Nc3ccc([N+](=O)[O-])cn3)c3ccccc3n2)cc1	-4	-37	-11	-37	-44	51*	-8	-2	-9	-23	-33
CC(=O)OC1CC(C)N(C(=O)c2ccccc2)c2ccc(C)cc21 (stereo not drawn)	0	-9	-4	13	-1	7	-8	1	5	-11	8
Cc1c(C(=O)O)sc(=S)n1-c1ccc(Cl)cc1	1	0	6	-21	-3	-14	13	-10	4	18	-4
COc1cccc(NC(=O)CN(C)C(=O)c2cc(-c3ccc(C)o3)nc3ccccc23)c1	-7	-4	9	2	-20	2	-17	-6	-4	13	-3
COc1cccc2c1Oc1cc([N+](=O)[O-])cc(N(C)C(C)=O)c1C=C2	3	-7	-1	10	-12	-2	-26	-2	-9	-22	23
Cc1nc2ccc(S(=O)(=O)CCC(=O)NCc3ccc(Cl)cc3)cc2s1	1	5	·	3	-17	0	-2	7	·	24	2
Cc1cc(S(=O)(=O)N(Cc2ccc(C(C)C)cc2)CC2CCCO2)ccc1-n1cnnn1 (stereo not drawn)	-9	26	2	31	11	23	34	-25	4	10	12
NC(=O)C(C1=CCCCC1)c1ccccc1 (stereo not drawn)	-13	-29	2	2	6	-17	8	26	-2	5	20
C[C@H](CO)N1C[C@H](C)[C@H](CN(C)C(=O)Nc2ccc(N3CCN(C)CC3)cc2)OCc2cnnn2CCCC1=O	-3	12	-3	2	-9	7	-12	-3	-8	-3	-7
Cc1nnc(SCCn2c(Br)nc3c2c(=O)[nH]c(=O)n3C)s1	-16	·	6	-8	-1	-4	16	2	4	9	4
Cn1ccnc1SCC(=O)NC1CCCC1	3	0	7	4	-16	9	5	-1	-3	-31	11
CCOC(=O)c1sc2nc3c(cc2c1N)COC(C)(CC)C3 (stereo not drawn)	-6	-11	-41	-83	-95	12	-41	-6	-6	-41	-162
CCCn1c(CCc2ccccc2)nnc1SCC(=O)N1CCOCC1	-11	-3	2	8	-9	-2	-6	0	-2	-42	-1
CC12CC3(C)CC(C)(C1)CC(C(=O)NC(=S)N1CCOCC1)(C2)C3	-2	0	7	2	6	-7	-7	2	-2	-9	-10
CCOc1ccccc1N1CCN(C/C=C/c2ccc(N(C)C)cc2)CC1	1	1	-3	5	-15	6	12	-11	5	11	-4
O=C(CCCCCCN1C(=O)c2ccccc2C1=O)N1CCC(c2ccccc2)C1 (stereo not drawn)	5	20	3	10	-17	15	7	30	-7	-4	-12
CC(=O)Nc1ccc(NS(=O)(=O)c2ccc(Cl)c(C(=O)O)c2)cc1	-1	4	-11	14	9	0	·	-3	-6	·	-3
SMILES	NOD2 RIPK2 PPI	TROY NFkB inh	LMP1 NFkB inh	SRC3 inh	NCOA1 inh	TRAIL sens C8	NR2F2 inh	Vif inh	TLR9-MyD88 inh	SRC2 inh	NR5A2 inv ag
CCOc1ccc(NC(=O)CN(C)C(=O)c2cc3c(s2)CCCCC3)cc1OCC	-3	-3	-6	6	-12	-7	1	-3	-13	-22	15
CCOc1ccc(CNC(=O)C2Cc3cc(S(=O)(=O)N4CCCCC4)ccc3N2C(C)=O)cc1 (stereo not drawn)	-13	3	-3	-17	15	11	-3	-5	-4	-7	0
Cc1ccc(-c2noc(CSc3nnc(-c4cccs4)n3C)n2)cc1	-2	3	5	2	-13	-7	-2	-10	2	-15	13
COc1ccc(S(=O)(=O)N(C)CC(=O)NCc2ccc3c(c2)OCO3)cc1	11	-3	-2	-19	-19	-4	1	7	-9	2	4
O=c1[nH]nc(SCCS(=O)(=O)c2ccc(F)cc2)n1-c1ccccc1	2	-5	·	16	3	-6	-6	-2	·	17	1
CC(C)CN(C(=O)CCC(=O)OCC(=O)NCCc1ccccc1)c1c(N)n(CC(C)C)c(=O)[nH]c1=O	-6	15	-4	-2	3	-1	-2	-5	-5	-34	11
C[C@H](NC(=O)C1CC(=O)N(c2ccc3c(c2)OCCO3)C1)C(=O)NCc1ccco1 (stereo partly drawn)	17	13	-2	3	3	4	-5	8	-12	-13	-7
CCCCNC(=O)C1CCCN(S(=O)(=O)CC)C1 (stereo not drawn)	4	-14	-7	2	10	-2	2	9	8	14	2
CCN(CC)c1ccc(S(=O)(=O)N2CCOCC2)cc1NC(=O)CNCc1ccccc1	-6	6	-4	4	20	-9	-7	-10	0	11	5
Cc1ccc(OC(=O)c2cccc([N+](=O)[O-])c2)c(-n2nc3ccccc3n2)c1	-4	-57	-20	-17	-33	8	-13	·	15	4	4
COCc1cc(=O)[nH]c2cc(NC(=O)c3cccc(OC)c3)c(C)cc12	-9	13	·	4	7	-1	7	-7	-9	2	9
CCCC(C)C(=O)OCC(=O)NCc1ccc(OC)c(OC)c1 (stereo not drawn)	8	4	2	-3	-6	-8	-2	4	-3	-7	3
O=C(CNS(=O)(=O)c1cccc(F)c1)OCC(=O)N1CCCC1=O	8	-10	7	10	-2	-4	8	23	3	-30	-8
CSc1nc2c(c(=O)[nH]1)C(c1ccncc1)C(C(=O)OC(C)C)=C(C)N2 (stereo not drawn)	-4	15	-9	4	7	-13	13	8	8	-18	-5
Nc1nonc1-n1nnc(C(=O)N/N=C/c2ccccc2F)c1CN1CCc2ccccc21	-14	-19	0	0	-16	12	11	4	12	7	-2
CC(C)c1nc2ccc(Br)cn2c1NC1CCCC1	-1	18	4	4	4	0	1	-2	-6	-8	9
CC1CCCC(NC(=O)C2CCN(C(=O)Nc3ccccc3)CC2)C1C (stereo not drawn)	-6	-1	-4	8	-13	2	4	-10	1	9	1
CCN(C(=O)CCc1ccccc1)C1CCCCC1	-5	9	-10	20	0	-7	11	2	-3	19	6
C/C(=N/NC(=O)CNC(=O)c1ccccn1)c1ccc([N+](=O)[O-])cc1	-2	-4	-13	10	-9	-2	10	2	6	-19	-7
CC(OC(=O)Cc1ccc(Br)cc1)C(=O)NC1CCCC1 (stereo not drawn)	3	-14	2	0	12	-9	5	-8	5	-2	-1
O=C(Cn1cc2c(n1)CCCCC2)NCc1ccccc1	11	-20	-3	-11	11	-10	22	13	9	-11	21
Cc1ccn2c(NC3CCCCC3)c(-c3cccc(SC4CCCCC4)c3)nc2c1	8&1	-13&-1	-2	-31	4	29&11	5&4	-19	0	-1&-9	-27&-17
O=C(Nc1cccnc1)c1cc(S(=O)(=O)N2CCOCC2)ccc1Br	-4	6	-2	9	-4	5	6	1	0	-24	-11
COc1ccccc1NC(=O)C(=O)NNC(=O)c1ccco1	-2	-7	2	-5	8	16	-3	·	-2	-14	-7
C[C@]12c3[nH]c4ccc(Cl)cc4c3CCN1C(=O)[C@@H](CC(=O)NCCCn1ccnc1)C[C@@H]2C(=O)N1CCCCC1	15	-1	-3	18	10	0	-5	·	4	-9	2
CC1C(=O)N(Cc2cn(CCC3OCCCO3)nn2)CCS(=O)(=O)N1Cc1ccc(-c2ccc(Cl)nc2)cc1 (stereo not drawn)	-2	-9	4	7	5	-34	3	-22	-2	4	3

Looked up above:
Under NR5A2 inv ag, O=C(CNS(=O)(=O)c1cccc(F)c1)OCC(=O)N1CCCC1=O has the entry -8
Under SRC2 inh, CC1CCCC(NC(=O)C2CCN(C(=O)Nc3ccccc3)CC2)C1C (stereo not drawn) has the entry 9

An excerpt of these results, with values under each structure:
Value order: NOD2 RIPK2 PPI, TROY NFkB inh, LMP1 NFkB inh, SRC3 inh, NCOA1 inh, TRAIL sens C8, NR2F2 inh, Vif inh, TLR9-MyD88 inh, SRC2 inh, NR5A2 inv ag
O=c1[nH]nc(SCCS(=O)(=O)c2ccc(F)cc2)n1-c1ccccc1
 : 2, -5, ·, 16, 3, -6, -6, -2, ·, 17, 1
CC(C)CN(C(=O)CCC(=O)OCC(=O)NCCc1ccccc1)c1c(N)n(CC(C)C)c(=O)[nH]c1=O
 : -6, 15, -4, -2, 3, -1, -2, -5, -5, -34, 11
C[C@H](NC(=O)C1CC(=O)N(c2ccc3c(c2)OCCO3)C1)C(=O)NCc1ccco1 (stereo partly drawn)
 : 17, 13, -2, 3, 3, 4, -5, 8, -12, -13, -7
CCCCNC(=O)C1CCCN(S(=O)(=O)CC)C1 (stereo not drawn)
 : 4, -14, -7, 2, 10, -2, 2, 9, 8, 14, 2
CCN(CC)c1ccc(S(=O)(=O)N2CCOCC2)cc1NC(=O)CNCc1ccccc1
 : -6, 6, -4, 4, 20, -9, -7, -10, 0, 11, 5
Cc1ccc(OC(=O)c2cccc([N+](=O)[O-])c2)c(-n2nc3ccccc3n2)c1
 : -4, -57, -20, -17, -33, 8, -13, ·, 15, 4, 4
COCc1cc(=O)[nH]c2cc(NC(=O)c3cccc(OC)c3)c(C)cc12
 : -9, 13, ·, 4, 7, -1, 7, -7, -9, 2, 9
CCCC(C)C(=O)OCC(=O)NCc1ccc(OC)c(OC)c1 (stereo not drawn)
 : 8, 4, 2, -3, -6, -8, -2, 4, -3, -7, 3
O=C(CNS(=O)(=O)c1cccc(F)c1)OCC(=O)N1CCCC1=O
 : 8, -10, 7, 10, -2, -4, 8, 23, 3, -30, -8
CSc1nc2c(c(=O)[nH]1)C(c1ccncc1)C(C(=O)OC(C)C)=C(C)N2 (stereo not drawn)
 : -4, 15, -9, 4, 7, -13, 13, 8, 8, -18, -5
Nc1nonc1-n1nnc(C(=O)N/N=C/c2ccccc2F)c1CN1CCc2ccccc21
 : -14, -19, 0, 0, -16, 12, 11, 4, 12, 7, -2
CC(C)c1nc2ccc(Br)cn2c1NC1CCCC1
 : -1, 18, 4, 4, 4, 0, 1, -2, -6, -8, 9
